Screens (PubChem BioAssay)
GLP-1R inv ag: inverse agonists of human GLP-1 receptor; HEK293 GLP-1R CRE-luciferase, luminescence, 24 h; GLP-1R form is constitutively active; 410,000 compounds, 1.6% hits; AID 624417; Potency, µM (series often up to 38.3 µM), without a hit: top-dose activity change, negative = inhibition, usual class: inhibitors; note: potency is the fitted concentration of half-maximal effect; % is set by controls: 0 for no effect and ±100 for the full control effect; nearly all actives have a fitted effect of over 55% in size
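Readout was luciferase luminescence, measured 12 min after detection reagent at room temperature. Beforehand, GLP-1R reporter HEK293 cells had sat 12 h, then received compounds for 24 hr at 37 deg C.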
D3 antag: blocks the human D3 dopamine receptor; D3R cells, DiscoveRx beta-arrestin luminescence, antagonist mode; hits give low values; max response, negative = inhibition, %; 360,000 compounds, 2.5% hits; in the data active = max response below about -50%; inconclusive = no clear call, values can overlap the other calls; note: % is set by controls: 0 for no effect and ±100 for the full control effect; mostly tested at two doses, the higher about 12 µM
Target sequence (P35462 whole entry, looked up): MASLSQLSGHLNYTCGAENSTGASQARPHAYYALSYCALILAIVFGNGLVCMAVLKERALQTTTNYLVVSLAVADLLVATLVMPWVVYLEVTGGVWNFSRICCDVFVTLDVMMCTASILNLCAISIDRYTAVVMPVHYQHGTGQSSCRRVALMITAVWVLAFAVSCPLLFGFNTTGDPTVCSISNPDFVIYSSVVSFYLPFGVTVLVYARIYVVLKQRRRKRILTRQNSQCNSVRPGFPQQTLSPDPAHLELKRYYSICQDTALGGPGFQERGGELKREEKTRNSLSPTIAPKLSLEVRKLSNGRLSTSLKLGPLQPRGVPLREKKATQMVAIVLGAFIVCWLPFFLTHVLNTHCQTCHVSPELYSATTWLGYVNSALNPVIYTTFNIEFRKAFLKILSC
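Cells expressing the human receptor were seeded at 1500 cells/well, incubated overnight at 37 degrees C in 5% CO2, then exposed to library compounds with dopamine controls for 90 minutes at 37 degrees C before luminescent detection.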
Abeta yeast res: compounds reversing amyloid beta toxicity in yeast | yeast expressing A-beta42, growth rescue, OD600, 48 h; response scale: 0% DMSO, 100% iron-clioquinol control | Potency, µM (highest dose often 46.1 µM), inactives show top-dose growth rescue, most hits filed as activators | 410,000 compounds, 0.063% hits; note: potency is the fitted concentration of half-maximal effect; nearly all actives have a fitted effect of over 55% in size
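Growth rescue measured by 600 nm absorbance after 48 h yeast culture at 30 C with compound. Values normalized between DMSO and an equimolar ferric chloride plus clioquinol control.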
aSyn yeast inh: inhibitors of alpha-synuclein toxicity in yeast; Yeast expressing alpha-synuclein, growth rescue, BacTiter-Glo, 24 h; Potency, µM (series often up to 46.1 µM), for the others: top-dose growth rescue (activation), hits mostly activators; 370,000 compounds, 0.14% hits; note: potency is the fitted concentration of half-maximal effect; % of control where 0% means no effect; nearly all actives have a fitted effect of over 65% in size
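Rescue of yeast growth: cells expressing toxic alpha-synuclein, induced in galactose at OD600 0.02, incubated with compound 24 h at 30 C. ATP luminescence quantified growth; inhibitors of toxicity appear as activators.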
PTHR1 agonist: PTHR1 (human) receptor agonism; HEK293 GP2 PTHR1 cells, GloSensor cAMP luminescence, 1 h; Potency, µM (highest dose often 115 µM), for the others: at the top dose activation, most hits filed as activators; 410,000 compounds, 0.075% hits; AID 743266; note: potency is the fitted concentration of half-maximal effect; nearly all actives have a fitted effect of over 55% in size; some results filed as inactive show a strong effect at the top dose; inactives centre near -15; many of its hits are not listed in these tables
Target sequence (Q03431 whole entry, looked up): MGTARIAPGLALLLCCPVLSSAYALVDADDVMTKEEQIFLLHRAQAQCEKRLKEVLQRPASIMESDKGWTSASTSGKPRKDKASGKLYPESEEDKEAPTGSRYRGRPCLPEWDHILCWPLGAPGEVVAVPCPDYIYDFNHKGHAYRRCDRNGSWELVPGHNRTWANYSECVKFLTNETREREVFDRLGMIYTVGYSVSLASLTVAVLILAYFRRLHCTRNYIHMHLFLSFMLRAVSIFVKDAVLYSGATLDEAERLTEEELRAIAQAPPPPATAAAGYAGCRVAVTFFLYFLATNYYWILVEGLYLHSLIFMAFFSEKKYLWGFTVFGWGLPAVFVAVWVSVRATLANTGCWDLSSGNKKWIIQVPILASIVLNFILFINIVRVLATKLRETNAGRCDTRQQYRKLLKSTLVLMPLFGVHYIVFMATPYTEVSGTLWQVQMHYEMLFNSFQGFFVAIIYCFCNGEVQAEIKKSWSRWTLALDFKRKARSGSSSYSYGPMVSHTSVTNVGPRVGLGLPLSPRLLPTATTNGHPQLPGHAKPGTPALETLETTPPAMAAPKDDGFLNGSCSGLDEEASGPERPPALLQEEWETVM
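HEK-293-derived GP2 cells expressing PTHR1 and a GloSensor cAMP reporter, 3,000/well, plated overnight, given luciferin plus IBMX (each 0.5 mM as added) for 1 h at 37 °C, then compound for 1 h at 37 °C. Luminescence was read after 15 min at room temperature.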
pAkt inh: inhibitors of Akt phosphorylation; activity change, % for hits at 50 µM; 360,000 compounds, 0.32% hits; AID 651550; Neuro2A IGF-stimulated pAkt S473 HTRF, 20 min; hits give low values; in the data active = activity change below about -80%; inconclusive = mostly about -51% to -80%; note: % is set by controls: 0 for no effect and ±100 for the full control effect
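Neuro2A cells in DMEM with 0.5% FBS, overnight at 37 deg C, given compound at single 50 µM final, then IGF (6 nM final) for 20 min at 37 deg C. Lysed; phospho-Akt Ser473 by HTRF after 24 h, 665/615 ratio.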
FUS yeast rescue: FUS proteinopathy suppression in yeast | S. cerevisiae FUS-expressing, growth rescue, OD600, 24 h | Potency, µM (doses to about 76.6 µM), without a hit: at the highest dose growth rescue (activation), actives largely listed as activators | 390,000 compounds, 0.24% hits;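 note: potency is the fitted concentration of half-maximal effect; plate controls were DMSO vehicle for no effect and reference control for full effect; nearly all actives have a fitted effect of over 55% in size; some results filed as inactive show a strong effect at the top dose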
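S. cerevisiae expressing FUS from galactose induction served as the toxicity model. Growth after 24hr at 30C, read as absorbance at 600 nm, indicates suppression of toxicity; compounds dosed at several concentrations.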
TDP43 rescue: inhibitors of TDP-43 toxicity in yeast; TDP-43 expressing yeast growth rescue, BacTiter-Glo, 24 h; Potency, µM (doses to about 46.1 µM), for inactives: at the highest dose growth rescue (activation), actives largely listed as activators; 410,000 compounds, 1.8% hits; AID 652104; note: potency is the fitted concentration of half-maximal effect; % of control where 0% means no effect; nearly all actives have a fitted effect of over 50% in size
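In this qHTS, compounds that restore growth of yeast expressing TDP-43 appear as activators. Cells (OD600=0.02, galactose medium, raffinose-pregrown) are incubated with compound 24 hr at 30 deg C and growth is quantified by BacTiter-Glo.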
GLP-1R agonist: agonists of human GLP-1 receptor | HEK293 GLP-1R CRE-luciferase, luminescence, 4-6 h; cells express a hypersensitive GLP-1R form | Potency, µM (doses to about 45.6 µM), without a hit: at the highest dose activation, usual class: activators | 380,000 compounds, 0.007% hits | P43220; note: potency is the fitted concentration of half-maximal effect; % of control where 0% means no effect
Starred values were filed as active, the others as inactive; i = inactive; ? = inconclusive; / = not tested or not shown; [ ] = another dose, or the depositor's remark. Unless noted, calls come from the whole dose curve; as a rule, active = well fitted curve in the direction sought with a large enough effect; inconclusive = small, poorly fitted or top-dose-only effect, or another doubt; inactive = no such curve, though single readings can be large; an effect the other way counts as inactive or inconclusive. Not all compounds are listed. The share of hits here may be higher or lower than overall.

The line under a structure holds: GLP-1R inv ag | D3 antag | Abeta yeast res | aSyn yeast inh | PTHR1 agonist | pAkt inh | FUS yeast rescue | TDP43 rescue | GLP-1R agonist
- CCOc1ccc(C(=O)NC(=S)Nc2ccc(NC(=O)C(C)C)cc2)cc1[N+](=O)[O-]
→ -1% | -22 | -2% | -4% | i | i | / | 18% | -2%
- CSc1nnc(NC(=O)c2nc(S(=O)(=O)Cc3ccccc3F)ncc2Cl)s1
→ ? | 0 | -9% | 14% | -22% | i | 26% | 25% | -5%
- Cc1c(-c2ccccc2)sc(N)c1C(=O)N1CCOCC1
→ 28% | -18 | -7% | -6% | i | i | 7% | 5% | -3%
- COc1ccc(N=Nc2[nH]c3ccc(C)cc3c2O)cc1
→ 7% | 7 | 5% | -4% | -8% | i | / | 23% | 0%
- O=C(Cc1cccc(C(F)(F)F)c1)Nc1cccc(S(=O)(=O)N2CCCC2)c1
→ 8.9µM* | -7 | 8% | -1% | -50%[inhibitor] | i | / | 13% | -2%
- COc1ccc(Cl)cc1N(C)C(=O)c1ccc2c(=O)n3c(nc2c1)CCCCC3
→ 2% | / | -7% | / | i | / | 42% | ? | /
- COC(=O)c1c(C)[nH]c(C(=O)CN2C(=O)C3CC=CCC3C2=O)c1C (configuration not stated)
→ 13% | 1 | 6% | 4% | i | i | / | 13% | 17%
- O=C(COc1ccccc1O)NNc1ccccc1
→ ? | -2 | -1% | 15% | i | i | 0% | 2% | 7%
- CCc1ccc(CN2CCCC(CNC(=O)c3cccc(OC)c3OC)C2)cc1 (configuration not stated)
→ -20% | 2 | -5% | -2% | i | i | 17% | -18%[1.82 µM] | 26%
- CCOc1ccc(Br)cc1S(=O)(=O)N1CCCN(C)CC1
→ ? | -6 | 11% | -1% | i | i | -4% | -5% | 7%
- COc1cccc(C(=O)N(Cc2ccc(N(C)C)cc2)Cc2ccco2)c1
→ -38% | / | 13% | / | i | / | 29% | 18% | /
- COc1cccc(C#Cc2ccc3c(c2)O[C@@H](CN(C)C(=O)c2ccccn2)[C@@H](C)CN([C@H](C)CO)S3(=O)=O)c1
→ 17% | 4 | 4% | 4% | -26% | i | ? | 8% | 23%
- CCOc1cc(/C=N/NC(=O)C(=O)NC2CC2)cc(Br)c1O
→ 14% | 2 | 6% | 8% | i | i | / | 10% | -6%
- COc1ccc(C(=O)NCc2ccc3c(c2)CCN3C(=O)c2ccc(F)cc2)cc1
→ -1% | / | -8% | / | -39%[inhibitor] | / | -1% | 25% | /
- O=C(O)CCCn1cc(NC(=O)c2sc3ccccc3c2Cl)cn1
→ 35%[activator] | 3 | 12% | 3% | -7% | i | 5% | 10% | -2%
- CCOC(=O)C1CCN(C(c2cc3c(C)ccc(C)c3[nH]c2=O)c2nnnn2C2CCCCC2)CC1 (configuration not stated)
→ 3% | 1 | -1% | 10% | i | i | 34% | -38%[inhibitor] | 16%
- CSc1cccc(N/C(=N/S(=O)(=O)c2ccccc2)NN)c1
→ -21% | 38 | -12% | 17% | i | i | 15% | -3% | 14%
- N#C/C(=C\c1ccc(F)c(F)c1)C(=O)NC1CCCCC1
→ -1% | -20 | 24% | 7% | -7% | i | / | 7% | -18%
- Cc1cc(C)c(NC(=O)CNC(=O)c2ccc3c(=O)n4c(nc3c2)CCC4)c(C)c1
→ -16% | -23 | -3% | -4% | -23% | i | -3% | -2% | 3%
- CNc1ccc([N+](=O)[O-])cc1-c1nc2ccccc2[nH]c1=O
→ 1% | 0 | 0% | -10% | -14% | i | 36% | -23% | 7%
- Cc1cc(C(F)F)nn1CC(=O)Nc1cc([N+](=O)[O-])ccc1F
→ 4% | -13 | 11% | -6% | -9% | i | -4% | 27% | -11%
- CCS(=O)(=O)c1nc(S(=O)(=O)c2ccc(C)cc2)c(N2CCN(C)CC2)s1
→ -7% | -19 | -10% | -3% | -19% | / | -6% | 4% | 1%
- COCCNC(=O)NC(=O)CN1CCCc2ccccc21
→ 0% | 0 | 3% | 0% | -11% | i | / | 6% | 1%
- CSc1ccccc1NC(=O)COC(=O)Cc1cccs1
→ 9% | 11 | 7% | 1% | -2% | i | 8% | 0% | 6%
- CCOC(=O)c1c(NC(=O)c2ccc(Br)o2)sc2c1CCCC2
→ 0% | 28 | -2% | 7% | i | i | 24% | -11% | -9%
- O=C(Cn1c(=O)oc2cc(S(=O)(=O)NCc3ccccc3)ccc21)NCc1ccc(F)cc1
→ ? | / | -17% | / | -12% | / | 16% | -2% | /
- Cc1ccnc(NS(=O)(=O)c2ccc3ccccc3c2)n1
→ 12% | -14 | -2% | 18% | -6% | i | -9% | 12% | 1%
- O=C(C1CCN(c2nnnn2-c2ccccc2)CC1)N1CCN(c2ccccc2)CC1
→ 2% | 41 | 10% | 5% | i | i | 11% | -9% | 3%
- CN1C(=O)CC(C(=O)O)SC1=Nc1cc(Cl)c(O)c(Cl)c1 (configuration not stated)
→ 0% | ? | 15% | / | i | / | -8% | 1% | 6%
- CC(C)C(NC(=O)c1ccc(F)cc1)C(=O)NC1(C)CCS(=O)(=O)C1 (configuration not stated)
→ 7% | 8 | -6% | 3% | i | i | 3% | 6% | 0%

Other results:
mol	GLP-1R inv ag	D3 antag	Abeta yeast res	aSyn yeast inh	PTHR1 agonist	pAkt inh	FUS yeast rescue	TDP43 rescue	GLP-1R agonist
Nc1nc(SCc2ccccc2)ns1	27%	16	0%	0%	-10%[57.5 µM]	i	-13%	30%	6%
COC(=O)C1(C(=O)OC)C/C=C\CN(S(=O)(=O)c2ccccc2[N+](=O)[O-])CCC1	15%	26	10%	5%	-16%	i	15%	0%	-1%
CC(C)CN(C(=O)CN1CCOCC1)c1c(N)n(CC(C)C)c(=O)[nH]c1=O	20%	6	-7%	-3%	i	i	/	-15%	16%
O=C(COC(=O)c1ccc([N+](=O)[O-])o1)NC1CCCCC1	-62%	2	-69%[inhibitor]	6%	i	i	/	0%	-1%
CN(C(=O)c1ccc(OC2CCN(CCc3ccccc3)CC2)cc1)C1CCCCC1	?	?	-1%	0%	-13%	i	1%	-2%	20%
O=c1c2ccccc2nc(SCc2ccccc2F)n1C1CCCC1	-13%	-24	8%	1%	i	i	/	-4%	-1%
CC(=O)Nc1ccc(N2CCN(c3ccc(C(F)(F)F)cn3)CC2)nc1	-8%	-7	0%	-3%	-19%	i	8%	2%	8%
CC(C)C[C@@H](CN=[N+]=[N-])N1CCN(Cc2ccccc2)CCC1=O	-2%	4	-8%	-8%	i	i	-7%	13%	-5%
O=C(Nc1ccccc1)N1CCCC(c2nc(-c3cccs3)no2)C1 (configuration not stated)	3%	-12	-19%	8%	i	/	18%	21%	1%
CN(C(=O)c1ccncc1)c1nnc(-c2ccccn2)s1	16%	-4	-11%	3%	-17%[57.5 µM]	i	13%	2%	-9%
CCOc1cccc(C(=O)Nc2cccc(C(=O)NCC(C)C)c2)c1	?	-6	8%	-1%	-34%[inhibitor]	i	17%	22%	0%
Clc1ccc2nc(C3CCN(Cc4nnnn4C4CCCCC4)CC3)[nH]c2c1	?	-11	12%	15%	i	i	13%	-6%	5%
O=C(c1ccc(-c2ccccc2)cc1)N1CCN(C(=O)c2ccco2)CC1	?	3	-14%	9%	-38%[inhibitor][57.5 µM]	i	6%	27%	-7%
NS(=O)(=O)c1ccc(Sc2ccc3c(c2)CCC3)nc1	-4%	-1	-14%	-1%	-15%	i	-5%	16µM*	16%
CNc1cc(-c2ccc(OC)nc2)ncn1	25%	12	-12%	-3%	-9%	i	-12%	10%	23%
OCCCNc1c2c(nc3cc(-c4ccc(Cl)cc4)nn13)CCC2	-14%	3	-3%	-14%	-11%	i	-25%	16%	14%
O=C(N/C(=C/c1ccc2c(c1)OCO2)C(=O)N1CCOCC1)c1cccs1	0%	12	0%	0%	-23%	i	-4%	-5%	0%
O=C(NC1CCCC1)C1C2C=CC3(CN(Cc4cccs4)C(=O)C13)O2 (configuration not stated)	7%	-7	-5%	2%	-22%	i	-20%	20%	-4%
CC1=C(C(=O)N2CCOCC2)CC(CC(=O)NCCCCc2ccccc2)C(=O)N1CCCN1CCCC1=O (configuration not stated)	6%	53	-4%	-2%	-27%	i	10%	?	-4%
Cc1ccc(-n2nc(-c3cccnc3)cc2C(=O)N2CCOCC2)c(C)c1	-1%	24	24%	6%	i	i	33%	15%	-5%

Retrieved by structure from the entries so far:
mol	GLP-1R inv ag	D3 antag	Abeta yeast res	aSyn yeast inh	PTHR1 agonist	pAkt inh	FUS yeast rescue	TDP43 rescue	GLP-1R agonist
CC(C)CN(C(=O)CN1CCOCC1)c1c(N)n(CC(C)C)c(=O)[nH]c1=O	20%	6	-7%	-3%	i	i	/	-15%	16%
CC(=O)Nc1ccc(N2CCN(c3ccc(C(F)(F)F)cn3)CC2)nc1	-8%	-7	0%	-3%	-19%	i	8%	2%	8%
CC1=C(C(=O)N2CCOCC2)CC(CC(=O)NCCCCc2ccccc2)C(=O)N1CCCN1CCCC1=O (configuration not stated)	6%	53	-4%	-2%	-27%	i	10%	?	-4%
O=c1c2ccccc2nc(SCc2ccccc2F)n1C1CCCC1	-13%	-24	8%	1%	i	i	/	-4%	-1%
COC(=O)C1(C(=O)OC)C/C=C\CN(S(=O)(=O)c2ccccc2[N+](=O)[O-])CCC1	15%	26	10%	5%	-16%	i	15%	0%	-1%
